High-throughput results as filed in PubChem.
PI4K2A block – PI4K2A (human) kinase inhibition | Q9BTU6 | purified PI4K2A, ADP-Glo luminescence, 1 h; stronger effect = lower value | activity change, negative = inhibition, % at 76.9 µM | 420,000 compounds, 0.13% hits; in the data active = activity change below about -50%; inconclusive = mostly about -30% to -49%;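 also: -100% = wells without enzyme as full effect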
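PI4K2A activity was measured by ADP-Glo luminescence: enzyme (4 ug/mL stock) and phosphatidylinositol (1.2 mM stock) in Tris pH 7.5/MgCl2/EGTA/Triton X-100 buffer were reacted with ATP (300 microM stock) for one hour at ambient temperature.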
HP1b chromo inh – blocks HP1-beta chromodomain binding to methylated histone tails; AlphaScreen HP1-beta / biotin-H3K9me3 peptide binding; 390,000 compounds, 0.56% hits; Potency, µM (titrated, usually from 114 µM), for inactives: top-dose activity change, negative = inhibition, actives largely listed as inhibitors; AID 540317; P83916; also: potency is read from the fitted curve at half-maximal effect; nearly all actives have a fitted effect of over 70% in size; inactives centre near 23
Target sequence (P83916 whole entry, looked up): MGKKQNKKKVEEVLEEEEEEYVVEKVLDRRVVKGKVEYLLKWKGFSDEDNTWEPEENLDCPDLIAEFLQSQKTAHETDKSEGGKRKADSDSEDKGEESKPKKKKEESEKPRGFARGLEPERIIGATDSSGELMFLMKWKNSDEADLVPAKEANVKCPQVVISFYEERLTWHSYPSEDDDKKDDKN
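HP1-beta protein (50 nM final) preincubated 30 min at room temperature with biotinylated H3(1-18)K9me3 peptide (50 nM) in PBS pH 7.4, 0.01% Tween-20, then compound added for 30 min. AlphaScreen streptavidin donor/nickel chelate acceptor beads (10 ug/mL final), 30 min dark, luminescence read.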
TrxR1 substrate – rat thioredoxin reductase 1 substrate activity; O89049; purified TrxR1 substrate turnover, NADPH consumption readout; Potency, µM (doses to about 114 µM), inactives show at the top dose activity change, negative = substrate turnover; 390,000 compounds, 0.01% hits; also: potency is read from the fitted curve at half-maximal effect; % is scaled to controls: 0 for no effect and ±100 for the full control effect; nearly all actives have a fitted effect of over 50% in size
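Rat TrxR1, dispensed at 90 nM, was prereduced with 400 uM NADPH (final) for 5 min at ~22 deg C, then incubated with compound 15 min before 400 uM selenite. A first-read NADPH fluorescence drop versus no-compound background flagged substrates.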
TrxR1 inh – blocks rat thioredoxin reductase 1 | O89049 | recombinant rTrxR1, NADPH fluorescence consumption, selenite substrate | Potency, µM (series often up to 114 µM), for the others: at the top dose activity change, negative = inhibition, usual class: inhibitors | 390,000 compounds, 1% hits; also: potency is read from the fitted curve at half-maximal effect; % is scaled to controls: 0 for no effect and ±100 for the full control effect; nearly all actives have a fitted effect of over 65% in size
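Rat TrxR1 (90 nM in the dispensed reagent) was pre-reduced with 400 uM NADPH for 5 min at room temperature, then incubated with compound for 15 min. After 400 uM selenite was added, NADPH fluorescence (Ex 340/Em 450 nm) was followed for 8 min.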
Tb PGK inh – blocks T. brucei phosphoglycerate kinase; Potency, µM (titrated, usually from 57.5 µM), for the others: at the top dose activity change, negative = inhibition, hits mostly inhibitors; PGK/GAPDH coupled, Kinase-Glo luminescence, 60 min; 380,000 compounds, 0.043% hits; AID 602233; also: potency is read from the fitted curve at half-maximal effect; % is scaled to controls: 0 for no effect and ±100 for the full control effect; nearly all actives have a fitted effect of over 60% in size
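Luminescent ATP detection (Kinase-Glo Plus) follows a 60-minute room-temperature incubation, with wells lacking PGK as controls. Buffer: 100 mM TEA (pH 7.6), 5 mM MgCl2, 0.01% Tween-20. Coupling enzyme GAPDH (100 nM final) supplies unstable 1,3-BPG in-well.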
USP1-UAF1 inh – blocks the human USP1/UAF1 deubiquitinase complex; Potency, µM (series often up to 57.1 µM), for the others: at the top dose activity change, negative = inhibition, actives largely listed as inhibitors; AID 743255; O94782; recombinant USP1/UAF1, Ub-Rhodamine cleavage fluorescence; 390,000 compounds, 0.23% hits; also: potency is read from the fitted curve at half-maximal effect; % is scaled to controls: 0 for no effect and ±100 for the full control effect; nearly all actives have a fitted effect of over 60% in size; inactives centre near -12
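USP1/UAF1 complex at 1 nM was preincubated with compound for 15 min at room temperature, then Ub-Rho substrate (150nM final) was added. Fluorescence (480/540 nm) was read kinetically, 6 reads every 60 seconds.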
mIDH1 inhibitor – inhibitors of human mutant IDH1 R132H; IDH1-R132H enzyme, NADPH consumption, diaphorase/resazurin fluorescence; Potency, µM (titrated, usually from 76.6 µM), inactives show at the highest dose activity change, negative = inhibition, hits mostly inhibitors; 390,000 compounds, 0.093% hits; O75874; also: potency is read from the fitted curve at half-maximal effect; % is scaled to controls: 0 for no effect and ±100 for the full control effect; nearly all actives have a fitted effect of over 65% in size
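IDH1-R132H (0.5 ug/mL dispensed) in pH 7.5 Tris buffer was preincubated 30 min with compound, then given a substrate mix of 0.016 mM NADPH and 2 mM alpha-KG for 80 min at room temperature; remaining NADPH was read by diaphorase/resazurin fluorescence.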
GLS inh – inhibitors of human glutaminase (GLS); GLS enzymatic activity, qHTS titration; Potency, µM (titrated, usually from 45.5 µM), for inactives: top-dose activity change, negative = inhibition, most hits filed as inhibitors; O94925; AID 624170; 410,000 compounds, 0.21% hits; also: potency is read from the fitted curve at half-maximal effect; % is scaled to controls: 0 for no effect and ±100 for the full control effect
Target sequence (O94925 whole entry, looked up): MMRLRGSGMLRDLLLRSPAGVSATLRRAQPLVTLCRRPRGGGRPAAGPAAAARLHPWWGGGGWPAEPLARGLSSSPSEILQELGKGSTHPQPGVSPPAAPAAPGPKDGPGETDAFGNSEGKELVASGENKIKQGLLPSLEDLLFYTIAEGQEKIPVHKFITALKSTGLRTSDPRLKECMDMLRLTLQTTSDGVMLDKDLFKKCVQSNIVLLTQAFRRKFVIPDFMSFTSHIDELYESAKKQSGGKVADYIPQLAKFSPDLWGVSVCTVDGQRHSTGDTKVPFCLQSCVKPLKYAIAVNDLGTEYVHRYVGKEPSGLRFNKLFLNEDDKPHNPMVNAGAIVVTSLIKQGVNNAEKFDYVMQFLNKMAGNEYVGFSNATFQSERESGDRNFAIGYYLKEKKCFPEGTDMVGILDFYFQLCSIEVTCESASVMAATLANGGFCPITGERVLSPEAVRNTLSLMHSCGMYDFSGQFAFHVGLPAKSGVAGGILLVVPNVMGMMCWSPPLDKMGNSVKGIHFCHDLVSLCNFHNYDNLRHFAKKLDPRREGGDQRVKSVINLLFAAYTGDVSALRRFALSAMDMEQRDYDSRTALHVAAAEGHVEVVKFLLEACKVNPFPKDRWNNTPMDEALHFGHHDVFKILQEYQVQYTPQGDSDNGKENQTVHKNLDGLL
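hKGA in 45 mM KH2PO4 pH 8.2, 0.02% Tween-20 with pin-transferred compounds; 1 mM L-glutamine (stock) plus glutamate oxidase/HRP/Amplex Red coupling added. Fluorescence read initially and after 30 min at RT.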
Pin1 inhibitor – human Pin1 inhibition; 390,000 compounds, 0.009% hits; Q13526; AID 504891; Potency, µM (doses to about 115 µM), inactives show at the top dose activity, negative = inhibition, actives largely listed as inhibitors; Pin1 FP peptide displacement, HiFluor488, 10 min; active = well fitted inhibition curve with a large enough effect in the polarisation, with a control signal flat, not every such curve was filed as active; inconclusive = small, poorly fitted or top-dose-only effect, or effect the other way, or a change in a side signal; inactive = no such curve, though single readings can be large or run the other way; the % refers to the polarisation; also: potency is read from the fitted curve at half-maximal effect; % is scaled to controls: 0 for no effect and ±100 for the full control effect
Target sequence (Q13526 whole entry, looked up): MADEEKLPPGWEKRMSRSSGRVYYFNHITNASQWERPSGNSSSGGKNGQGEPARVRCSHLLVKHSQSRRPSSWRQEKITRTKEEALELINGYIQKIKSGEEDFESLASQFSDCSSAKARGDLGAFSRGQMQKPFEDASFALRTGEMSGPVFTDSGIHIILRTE
Starred values were filed as active, the others as inactive; i = inactive; u = inconclusive; x = no result given; & = joins results of further samples; [ ] = remark or other dose. Unless noted, calls follow the shape of the dose curve; as a rule, active = well fitted curve in the direction sought with a large enough effect; inconclusive = small, poorly fitted or top-dose-only effect, or another doubt; inactive = no such curve, though single readings can be large; an effect the other way counts as inactive or inconclusive. A portion of the library. The share of hits here may be higher or lower than overall.

SMILES	PI4K2A block	HP1b chromo inh	TrxR1 substrate	TrxR1 inh	Tb PGK inh	USP1-UAF1 inh	mIDH1 inhibitor	GLS inh	Pin1 inhibitor
COc1ccc(CNC(=O)C2CSCCS2)cc1 (centres undefined)	-1	14%	-3%	-7%	1%	-3%	0%	12%	-6%
O=C(COC(=O)/C=C/c1ccccc1[N+](=O)[O-])NCC(F)(F)F	4	29%	-4%	9%	0%	1%	3%	-14%	1%
Cc1ccc(C2Nc3ccccc3C(=O)N2CCCN2CCOCC2)cc1 (centres undefined)	-21	31%	77%[activator]	11%	-2%	-6%	7%	-7%	-2%
O=C(NCC(=O)N1CC(O)CC1C(=O)N1CC(O)CC1C(=O)OCc1ccccc1)OCc1ccccc1 (centres undefined)	1	29%	-7%	-4%	-1%	-14%	0%	3%	-1%
O=C1N(c2ccccc2C(F)(F)F)O[C@]1(c1ccccc1)C1CCCCC1	1	161%[activator]	-7%	7%	8%	14%	0%	0%	5%
O=[N+]([O-])c1ccc(NCCCO)c(S(=O)(=O)N2CCOCC2)c1	-2	26%	5%[57.1 µM]	4%[57.1 µM]	3%	-15%	7%	1%	8%
c1ccc(COC2COC3C(OCc4ccccc4)COC23)cc1 (centres undefined)	2	24%	6%[57.1 µM]	10%	-2%	-13%	2%	6%	-1%
OC(COCc1ccc2c(c1)OCO2)CN1CCCCC1 (centres undefined)	0	47%[activator]	5%	16%	i	-17%	6%	-4%	1%
O=c1[nH]cc(COCC(F)CCl)c(=O)[nH]1 (centres undefined)	5	24%	1%	23%	-8%	-6%	-5%	0%	-4%
CCC(c1nnnn1CCc1ccccc1)N1CCN(C(=O)c2ccco2)CC1 (centres undefined)	-1	24%	-1%	-5%	1%	-18%	6%	9%	-8%
COc1cccc(-c2c(C(=O)N/N=C/c3ccco3)nnn2-c2nonc2N)c1	5	27%	-8%	5%	-5%	-18%	12%	12%	0%
O=C(O)c1ccc([N+](=O)[O-])c2c1C(=O)c1ccccc1C2=O	-5	14%	10%[57.1 µM]	17%[11.4 µM]	-3%	-8%	9%	1%	-10%
Cc1cc(C)c(C)c(S(=O)(=O)N2CCN(C(=O)c3ccncc3)CC2)c1C	11	24%	5%	19%	-3%	-16%	-3%	-5%	-3%
Cc1ccc(NC(=O)CN(C)C(=O)c2cccc(S(=O)(=O)NCc3ccccc3)c2)cc1	-4	6%	-4%	7%[57.1 µM]	-2%	3%	-3%	0%	3%
CCc1ccc(NC(=O)c2n[nH]c(=O)c3ccccc23)cc1	10	59%[activator]	3%[57.1 µM]	27%[57.1 µM]	-6%	-8%	9%	-14%	7%
CC(C)(C)N(Cc1ccccc1)C(=O)COC(=O)[C@@H]1CCCN1C(=O)c1cccs1	-5	14%	-5%	10%	-6%	-1%	0%	5%	2%
CCNC(=O)CN(Cc1ccccc1)S(=O)(=O)c1ccccc1	3	4%	13%	26%	-8%	-3%	1%	20%	4%
Cc1ccc(-c2nn(CCC(N)=O)c(=O)c3ccccc23)cc1	1&1	45%&17%[activator]	1%&3%	-5%&28%	9%&-4%	u	-5%&9%	-7%&-4%	-7%&-15%
CCOc1ccccc1NC(=O)Cn1c(=O)n(-c2ccc(F)cc2)c(=O)c2c3c(sc21)CN(C(C)=O)CC3	-3	30%	-3%	-4%	i	-25%	12%	5%	1%
CN(C)S(=O)(=O)c1ccc(C(=O)NCC2CC2(Cl)Cl)cc1 (centres undefined)	1	-7%	7%[57.1 µM]	17%[57.1 µM]	-9%	-26%	5%	-8%	0%
CC1CC=CC2C1C(=O)N(Cc1ccccc1)C2c1ccc2ccccc2c1-c1ccc(N(C)C)cc1 (centres undefined)	x	-16%	2%	11%	x	x	x	x	0%
Cc1ccc(C(=O)CCC(=O)Nc2ccccc2F)cc1	-1	41%	1%	14%	-6%	-26%	0%	-3%	-1%
C[C@@H]1CN([C@H](C)CO)C(=O)c2cc(Br)cnc2O[C@H]1CN(C)C(=O)Cc1ccncc1	-9	x	x	x	-2%	-8%	-4%	-3%	x
COc1c(Cl)cc(-c2noc(C)c2C(=O)NCc2ccc3c(c2)OCO3)cc1Cl	2	23%	0%	19%	i	-17%	8%	-2%	-1%
COc1cccc(/C=N/n2c(-c3ccco3)nc3ccccc3c2=O)c1	-4	23%	-7%	-9%	-3%	7%	-1%	3%	-2%
CC1(C)NC(=O)N(CCC(=O)Nc2ccc(C(C)(C)C)cc2)C1=O	2	x	x	x	-11%	-27%	2%	0%	x
O=C(COC(=O)C1CCN(S(=O)(=O)c2cccs2)CC1)Nc1ccccc1	-2	23%	3%	12%	-7%	-21%	-3%	-8%	-8%
CCN(CC)C(=O)COC(=O)c1ccc(C)c(NC(=O)c2ccco2)c1	6	46%[activator]	4%[11.4 µM]	16%[11.4 µM]	i	-10%	3%	-7%	2%
O=C(NCCCN1CCOCC1)c1cccc(S(=O)(=O)N2CCc3ccccc3C2)c1	1	3%	-12%	-11%	-3%	-7%	5%	-1%	0%
Cc1cc(NC(=O)NCc2ccc3c(c2)CCN3C(=O)c2ccccc2)ccc1Br	1	8%[57 µM]	2%[57.1 µM]	16%[57.1 µM]	-2%	-5%	-10%	3%	24%
Cc1cc(C#N)c2ccccc2n1	-1	29%	-8%	-4%	-1%	-15%	4%	1%	2%
CCN1C/C(=C/c2ccc(OC)c(O)c2)C(=O)/C(=C/c2ccc(OC)c(O)c2)C1	-3	17%	-2%[57.1 µM]	-14%[57.1 µM]	-1%	-18%	-2%	1%	4%
Cc1ccc(C)c(N2CCN(C(=O)c3cccn4c(=O)c5sccc5nc34)CC2)c1	3	40%[activator]	1%	18%	-11%	-15%	-8%	-4%	2%
COc1ccc(C2C(C(=O)c3ccccc3)N3c4ccccc4C=CC3C2[N+](=O)[O-])cc1 (centres undefined)	-4	-5%	6%[57.1 µM]	-37%	-11%	1%	5%	-6%	u
COc1cccc(N(C(=O)c2ccco2)C(C(=O)NC2CCCC2)c2cccnc2)c1 (centres undefined)	3	7%	-8%	-3%	-8%	-5%	0%	2%	2%
O=C(Cn1nnc(-c2ccc(CN3CCOCC3)cc2)n1)Nc1nc(-c2ccccc2)cs1	-2	-8%	8%[57.1 µM]	13%[57.1 µM]	i	-18%	1%	0%	19%
CC(=O)Nc1ccc(SCC(=O)NCCc2ccc(F)cc2)cc1	-9	21%	-6%[57.1 µM]	-1%[57.1 µM]	-9%	-19%	13%	24%	15%
CCc1c(C)sc2c1CCN(Cc1ccc(C#N)cc1)C2c1ccccc1 (centres undefined)	0	41%	2%[57.1 µM]	4%[57.1 µM]	-7%	-25%	-1%	-19%	39%[activator]
O=C(CC1C(=O)NCCN1C(=O)Nc1ccccc1)Nc1ccc(F)cc1 (centres undefined)	-6	4%	-12%	7%[57.1 µM]	-2%	-5%	6%	-3%	3%
CC(C)NCC(O)COCCOc1ccc(Cl)cc1 (centres undefined)	3	14%	-2%	-2%	5%	1%	-6%	11%	1%
CN1C(=O)N(CC(=O)Nc2sccc2C(N)=O)C(=O)C12CCCCC2	10	36%	-7%	-8%	i	-11%	-5%	1%	29%
Cc1c(Br)ccc(NC(=O)COc2ccccc2C(N)=O)c1C	3	36%	-12%	18%[57.1 µM]	-5%	-7%	8%	u	12%
O=C1C2C3CCCC3=C3CCCC3C2C(=O)N1c1ccc(F)cc1 (centres undefined)	-3	8%	4%[57.1 µM]	3%[57.1 µM]	-6%	-6%	5%	0%	2%
Fc1ccc(-c2cc(C(F)(F)F)nc(NCc3ccccc3)n2)cc1	-13	63%[activator]	16%[2.29 µM]	44%[2.29 µM]	-1%	-21%	8%	-4%	-12%
CCOC(=O)C1=C(COC(=O)CNC(=O)c2cccc(C)c2)NC(=O)NC1C (centres undefined)	0	35%	-8%	-9%	0%	u	2%	-19%	-3%
C[C@@H]1CN([C@@H](C)CO)C(=O)c2cccc(NS(=O)(=O)c3ccc(F)cc3)c2O[C@H]1CN(C)C(=O)NC1CCCCC1	3	25%	0%[57.1 µM]	-9%[57.1 µM]	-6%	-16%	18%	0%	31%[activator]
O=C(CCN1C(=O)/C(=C/c2ccc(Cl)cc2)SC1=S)Nc1cccnc1	-6	-16%	3%	31%	-2%	-15%	1%	1%	u
CCCCn1c(N)c(N(CCOC)C(=O)COC(=O)/C=C/c2ccc(Br)cc2)c(=O)[nH]c1=O	4	20%	-2%	2%	-9%	-10%	0%	-6%	17%
CCOC(=O)c1[nH]c(C)c(C(=O)N(CC)CC)c1C	-6	28%	5%[57.1 µM]	16%[57.1 µM]	i	-2%	-2%	-2%	3%
O=C(COC(=O)Cc1c(Cl)cccc1Cl)Nc1ccccc1-c1ccccc1	1	69%[activator]	1%	16%	-1%	-1%	-1%	2%	-2%
COc1ccccc1Oc1ccc(S(=O)(=O)N2CCCC2)cc1	-1	48%	-8%	0%	-6%	-13%	6%	-13%	3%
